Screening results deposited in PubChem by Fisher Drug Discovery Resource Center.
mcGAS inh = inhibitors of mouse cGAS; Q8C6L5; actives 0.15% (n = 160,000); recombinant cGAS, Kinase-Glo ATP depletion luminescence; inhibition, % at 12.5 µM; AID 1259399;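 note: 0% = negative control wells and 100% = reference inhibitor with no enzyme activity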
NPYLR7 agonist = activates Aedes aegypti NPYLR7 receptor; HEK293T NPYLR7/Galpha15, GCaMP6s calcium fluorescence; activation, % at 10 µM; actives 0.15% (n = 270,000); AID 1259423; in the data active = activation above about 40%;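 note: 0% = vehicle and 100% = reference agonist at the receptor; some compounds past the cut are filed as inactive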
hcGAS lum = inhibitors of human cGAS; Q8N884; recombinant h-cGAS, ATP depletion, Kinase-Glo luminescence; inhibition, % at 12.5 µM; actives 0.081% (n = 290,000);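 note: 0% = vehicle reaction and 100% = reaction without DNA for no activity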
Target sequence (Q8N884 whole entry, looked up): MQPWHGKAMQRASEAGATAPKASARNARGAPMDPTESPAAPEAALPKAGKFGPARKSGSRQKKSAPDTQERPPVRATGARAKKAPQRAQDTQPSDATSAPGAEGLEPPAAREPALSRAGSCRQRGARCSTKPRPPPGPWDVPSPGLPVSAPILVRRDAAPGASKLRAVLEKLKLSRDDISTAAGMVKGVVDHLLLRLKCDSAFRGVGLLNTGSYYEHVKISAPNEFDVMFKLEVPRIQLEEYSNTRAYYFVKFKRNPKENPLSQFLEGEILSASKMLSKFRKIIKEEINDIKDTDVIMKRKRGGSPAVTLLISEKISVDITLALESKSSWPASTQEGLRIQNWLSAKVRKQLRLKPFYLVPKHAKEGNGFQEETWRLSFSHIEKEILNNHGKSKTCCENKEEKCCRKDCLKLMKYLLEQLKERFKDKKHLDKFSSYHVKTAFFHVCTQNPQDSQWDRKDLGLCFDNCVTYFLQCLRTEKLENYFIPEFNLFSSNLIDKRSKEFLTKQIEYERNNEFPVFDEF
The depositor's hits bear a star; · = no result given; & = joins results of further samples. Cut-off read from the data, not from the text of the source, unless noted: active = inhibition above about 40%; inactive = the rest.

SMILES	mcGAS inh	NPYLR7 agonist	hcGAS lum
O=c1[nH]c2cc(Br)c(S(=O)(=O)Nc3ccc(F)cc3F)cc2[nH]1	·	3	-5
Cc1cc(C(=O)N(CCCN2CCOCC2)c2nc3c(F)cccc3s2)nn1C	-6	1	-6
NC1CCN(c2ccccc2C(=O)N2CCOCC2)CC1	·	1	-4
COC(=O)CSc1nnc2[nH]c(=O)c3c(n12)CCCC3	-9	-13	-8
CC(C)c1cc(C(C)C)n(C2CCN(C(=O)Cn3cnc4c3c(=O)n(C)c(=O)n4C)CC2)n1	-7	24	-3
CN1CCN(Cc2c(O)ccc3cc(Br)ccc23)CC1	-2	-1	7
CCc1cc(N2CCN(c3ccc(OC)cc3)CC2)nc(SCc2ccc(C(=O)NCc3ccco3)o2)n1	-6	9	-4
Cc1c(Cl)cccc1N1CN(C(=O)CN(CC(C)C)C(=O)c2ccc(Cl)c(Cl)c2)CC1=O	-8	5	-2
Cn1c(CC2CCS(=O)(=O)C2)n[nH]c1=S (stereo not drawn)	·	6	-3
C=CCSc1nnc(NC(=O)CCCCC)s1	-5	23	0
Cc1nc(-c2cccc(C(F)(F)F)c2)nc(N2CCN(C(=O)c3cccc4ccccc34)CC2)c1Cc1ccccc1	-5	-5	-5
CCOCCCN(CC(=O)N1CCc2sccc2C1c1ccc(Cl)cc1)C(=O)c1cccs1 (stereo not drawn)	1	-11	-2
O=C(c1cc(-c2csc(NC3CC3)n2)c[nH]1)N1CCCC1	·	-1	-5
CCn1cc(C(=O)NCC2CCN(Cc3ccccc3F)C2)cn1 (stereo not drawn)	·	1	0
O=C(c1cccnn1)N1CCCC(CCc2ccccc2C(F)(F)F)C1 (stereo not drawn)	0	2	-2
COc1ccc(CC(=O)N2CCCC(CNS(=O)(=O)c3ccc(OC)cc3)C2)cc1 (stereo not drawn)	-3	18&12	-8&-6
Cc1cc(N2CCN(C3CCCCC3)CC2)n2nc(C(F)(F)F)nc2n1	-1	2	0
COC(=O)c1cccc(CC2(C)C(=O)Nc3cccc(Cl)c32)c1 (stereo not drawn)	-2	0	3
Cc1c(C(=O)N2CCN(C(=O)Nc3ccc(Cl)c(Cl)c3)CC2)cc(-c2ccccc2)n1-c1ccccc1Cl	-5	-6	-4
COc1ccc(/C=C/C2=NC(=C/c3cc(OC)c(OC)c(OC)c3)/C(=O)O2)cc1	·	3	-4
O=c1ccc2ccc(OS(=O)(=O)c3ccc4c(c3)OCCO4)cc2o1	·	-7	-11
COc1cccc(C(CN2CCN(S(=O)(=O)c3cccs3)CC2)OCc2ccc(C#N)cc2)c1 (stereo not drawn)	-6	-2	-5
O=C(NC1CCC(n2cnnc2)CC1)c1cnnn1-c1ccccc1 (stereo not drawn)	-17	14	-7
CCN(CCOc1cccc(OC)c1)C(=O)c1cc2ccccc2cn1	-13	-8	-5
Clc1ccccc1C1CCN(Cc2nc(-c3ccc4c(c3)OCO4)no2)C1 (stereo not drawn)	-4	-2	-3
O=C(c1cc(C(F)(F)F)cc(C(F)(F)F)c1)N1CCc2ccccc2C1c1ccccc1Cl (stereo not drawn)	-7	-2	-7
CCCCc1ccc(C(=O)N(CCOC)CC(=O)N(Cc2cccn2C)C2CC2)cc1	-4	-12	-6
COCCN(CC(=O)N1CCc2sccc2C1c1ccc(Cl)cc1)C(=O)c1ccco1 (stereo not drawn)	-3	·	-4
COC(=O)C(c1ccccc1)N(C)C(=O)Cc1cccc(OC)c1 (stereo not drawn)	·	-1	-5
CN1[C@H]2CC[C@@H]1CN(C(=O)c1ccccc1N1CCS(=O)(=O)CC1)CC2	-19	5	-3

Results in mcGAS inh and NPYLR7 agonist, for some of the entries so far:
SMILES,mcGAS inh,NPYLR7 agonist
CN1CCN(Cc2c(O)ccc3cc(Br)ccc23)CC1,-2,-1
CCc1cc(N2CCN(c3ccc(OC)cc3)CC2)nc(SCc2ccc(C(=O)NCc3ccco3)o2)n1,-6,9
Cc1c(Cl)cccc1N1CN(C(=O)CN(CC(C)C)C(=O)c2ccc(Cl)c(Cl)c2)CC1=O,-8,5
Cn1c(CC2CCS(=O)(=O)C2)n[nH]c1=S (stereo not drawn),·,6

Additional compounds
SMILES	mcGAS inh	NPYLR7 agonist	hcGAS lum
CCSc1ncccc1C(=O)N1CCN(c2ccc(NC(=O)c3ccccc3F)cn2)CC1	-8	-2	-5
CC(=O)Oc1c(-c2ccc(N)cc2)c(-c2cccc(F)c2)nn1-c1ccc(C)cc1	·	40	2
COc1cc(NC(=O)c2ccc(C)s2)cc(OC)c1OC	·	-2	-14
N#Cc1c(-c2cccc(Cl)c2)c(C#N)c2nc3ccccc3n2c1N	-5	-2	-2
CCC1=NOC(C(=O)N2CCC(Cc3nncn3-c3ccccc3)CC2)C1 (stereo not drawn)	·	11	-4
NNc1nc(N)c2c(n1)-c1ccccc1CC21CCCCC1	·	4	-4
Cc1cc(C)n2c(NC3CCCCC3)c(-c3ccccc3C)nc2c1	-5&-1	18&-2	-4&-2
COc1ccc(F)cc1C(=O)C1CCCN(C(=O)/C=C/c2cnn(C)c2)C1 (stereo not drawn)	·	19	-10
c1ccc(CCC2CCCCN2Cc2nc(-c3ccc4c(c3)OCO4)no2)nc1 (stereo not drawn)	0	-3	3
CCCCN(CC)C(=O)C1=NCC(=O)N(c2ccccc2)N1	·	0	-11

Single records (already shown). Screens in order: mcGAS inh	NPYLR7 agonist	hcGAS lum
COC(=O)c1cccc(CC2(C)C(=O)Nc3cccc(Cl)c32)c1 (stereo not drawn) reads -2	0	3
Cc1cc(C)n2c(NC3CCCCC3)c(-c3ccccc3C)nc2c1 reads -5&-1	18&-2	-4&-2

Other entries:
SMILES	mcGAS inh	NPYLR7 agonist	hcGAS lum
c1ccc(Oc2ccccc2CSc2nnc(-c3ccc4c(c3)OCO4)o2)cc1	·	3	-6
OCCNc1cc(N2CCC3(CCNCC3)CC2)ncn1	·	7	-4
CCC(NC(=O)NC(C)(C)c1nccs1)c1ccncc1 (stereo not drawn)	·	6	-12
Cc1sc(N/N=C\C2CC=CCC2)nc1-c1ccccc1 (stereo not drawn)	·	1	-7
Cc1nsc(NC(=O)N2CCN(c3ccccc3)CC2C)n1 (stereo not drawn)	·	18	-11
CC(C)(C)C(=O)Nc1cccc(N(CC(N)=O)Cc2ccccc2)c1	-18	23	-5
COc1ccc(CCOc2nc(-c3ccc(Cl)c(Cl)c3)n(-c3ccc(NC(=O)c4ccc([N+](=O)[O-])cc4)cc3)n2)cc1	-6	-8	-2
CCC(C(=O)NCc1ccccn1)n1c(=O)n(-c2cccc(OC)c2)c(=O)c2ccc(Cl)cc21 (stereo not drawn)	-2	3	4
Cc1ccc(CN(Cc2ccc(F)cc2)C(=O)CN(CCN2CCOCC2)C(=O)C2CC2)s1	-4	-1	1
Fc1ccc(COc2cccc(CNc3nn[nH]n3)c2)cc1	·	-8	-2
Cc1sc2nc(NC(=O)c3ccc([N+](=O)[O-])cc3)sc(=O)c2c1C	-7	-12	-5
CCOc1cc(F)ccc1NC(=O)NC1CCC(=O)NC1 (stereo not drawn)	·	-1	-10
COc1ccc(-c2ccc(SCc3ccncc3)nn2)cc1	·	11	-10
COc1ccc(S(=O)(=O)NCCn2cncn2)cc1OC	-8	-1	-11
C=CCOCC(O)CN(Cc1ccc2c(c1)OCO2)Cc1ccccc1F (stereo not drawn)	-6	24	-9
CCc1c(C)nn(CCNC(=O)c2csc(C)n2)c1C	·	6	-7
COc1cccc2c1OCC(C(=O)NCc1cccnc1N1CCN(C)CC1)C2 (stereo not drawn)	-15	2	-1
CCCc1nc(C)cc(N2CCC(Oc3ncccn3)CC2)n1	-14	-5	-6
c1ccc(-c2ncn(CC3OCCc4ccccc43)c2-c2ncc[nH]2)cc1 (stereo not drawn)	-8	-3	-1
CN(CCC1CCCCO1)c1nncc(-c2cccc(F)c2)n1 (stereo not drawn)	·	9	-2

Quoted from the listing:
Result for `COc1ccc(-c2ccc(SCc3ccncc3)nn2)cc1` under hcGAS lum: -10
Result for `c1ccc(-c2ncn(CC3OCCc4ccccc43)c2-c2ncc[nH]2)cc1` (stereo not drawn) under mcGAS inh: -8
Result for `COc1ccc(S(=O)(=O)NCCn2cncn2)cc1OC` under hcGAS lum: -11
Result for `CN(CCC1CCCCO1)c1nncc(-c2cccc(F)c2)n1` (stereo not drawn) under hcGAS lum: -2
Result for `COc1cccc2c1OCC(C(=O)NCc1cccnc1N1CCN(C)CC1)C2` (stereo not drawn) under mcGAS inh: -15
Result for `CCc1c(C)nn(CCNC(=O)c2csc(C)n2)c1C` under NPYLR7 agonist: 6

The list continues:
SMILES	mcGAS inh	NPYLR7 agonist	hcGAS lum
N#C/C(=C/c1ccc(OCCC(=O)O)cc1)c1ncc(C(F)(F)F)cc1Cl	·	0	-7
Cc1cc(C)c(CN(C)C(C)C(=O)N(C)C)cc1C (stereo not drawn)	-14	-4	-5
CCC(=O)N(c1cccc(OC)c1)c1nc(-c2ccccc2)c(C)s1	·	-13	2
O=C(C1COC2(CCCCC2)N1C(=O)c1cccc(F)c1)N1CCCC1 (stereo not drawn)	-4	23	-8
Nc1c(C(=O)NC[C@H]2CCCC[C@H]2O)cnn1-c1ccc(F)cc1F	·	4	-9
CCOC1=NN(c2ccc([N+](=O)[O-])cc2)C(=O)/C1=C\c1ccc(C)cc1	-7	2	-6
Cc1cc(C)n(/N=C\c2ccc(-c3ccc(Cl)cc3)o2)c(=O)c1C#N	·	4	-5
COc1cc(-c2nc3ccc(Br)cn3c2NC2CCCCC2)ccc1OC(=O)c1ccc(-c2ccccc2)cc1	-9&-4	9	-3&0
Cc1ccc(-n2c(C)c3c(c2C)P(=O)(Nc2ccc([N+](=O)[O-])cc2)N(c2ccccc2)N=C3)cc1 (stereo not drawn)	·	17	-5
Cc1ccc(OCc2ccc(-c3nc(C#N)c(N4CCCCC4)o3)o2)cc1	-9	0	-5
Cn1c(=O)[nH]c(=O)c2c1n1c(-c3ccc(Br)cc3)nnc1n2C	·	6	0
N#Cc1ccc(NC(=O)C2CSCN2)cc1 (stereo not drawn)	·	20	-6
CCOC(=O)CN(CC(N)=O)Cc1ccc(C)cc1	·	-7	-16
CCOc1ccccc1N1C(=O)CSC1c1cccc(NC(=O)CCl)c1 (stereo not drawn)	-6	-4	-4
O=C(NCc1ccncc1)c1coc(CN(Cc2ccc(C(F)(F)F)cc2)Cc2ccc3c(c2)OCO3)n1	-5	21	-4
O=C(NCCCn1cccn1)Nc1ccc(Cl)c(C(F)(F)F)c1	-4	0	-5
COc1ccc(N(CCC(N)=O)C(=O)c2ccc(Br)cc2)cc1	·	-3	2
COc1cccc(Cc2nsc(N3CCN(C(=O)c4ccc(C)c([N+](=O)[O-])c4)CC3)n2)c1	-6	26	-6
O=C(Nc1cnc2n1CCCC2)c1ccc(-c2cn(-c3ccccc3)cn2)cc1	-12	9	0
CC(=O)Nc1ccc(C2=NN(C)C(=NCc3ccccc3)SC2)cc1	-3	-1	0
Cc1cnc(NC(=O)CCc2c(C)noc2C)s1	·	4	-8
Cc1ncc(CN(C)C(=O)c2cnc(-c3cccs3)s2)s1	·	8	-3
C=CCOc1c(Cl)cc(C(=O)NCc2cnc(C)cn2)cc1Cl	-15	3	-2
Cc1cc(C)c2oc(-c3ccc(NC(=O)c4cccc(Br)c4)cc3)nc2c1	-7	-5	0
Cc1sc(C(=O)NCC2COC(C)(C)O2)c(-n2c(C)ccc2C)c1C (stereo not drawn)	-5	11	-6
CN(C)CCN(C(=O)c1ccc(Cl)s1)c1nc2cc3c(cc2s1)OCCO3	-5	-4	-2
COCCNC(=O)CN1C(=O)CC(c2ccc(C(C)C)cc2)NC1=O (stereo not drawn)	-5	·	-7
CCOC(=O)N1CCN(CC(=O)N2N=C(c3cccc(F)c3)CC2c2ccc3c(c2)OCO3)CC1 (stereo not drawn)	-5	2	-6
COc1ccc(OC(=O)c2ccccc2[N+](=O)[O-])c(C(C)=O)c1	·	6	-3
O=C(NNC(=O)C1CC1)Nc1ccc(Cl)cc1	·	2	-1
CC(C)c1ccc(NC2CCCN(C(=O)CCc3nc4ccccc4[nH]3)C2)cc1 (stereo not drawn)	·	0	-4
COCC(=O)N1CCN(C(C(=O)Nc2ccccc2)C2CCCC2)CC1 (stereo not drawn)	-5	-8	-3
CCc1nnc2n1N(C(C)=O)C(c1ccc(C)c(C)c1)=C(C(C)=O)S2	·	3	-10
Cc1nn(C)cc1CN1CCC(Cn2cc(COCC3CC3)nn2)C1 (stereo not drawn)	-5	·	-6
COC(=O)C1=C(C)N(C)C(=O)NC1c1ccccc1OCc1ccccc1 (stereo not drawn)	-2	-7	-4
CCCNC(=O)Cn1nc2c(c1NC(=O)C(C)(C)Oc1ccc(Cl)cc1)CSC2	-9	-10	-6
Cc1c(C(=O)Nc2c(N)nc(SCc3ccc(Cl)cc3Cl)[nH]c2=O)cccc1[N+](=O)[O-]	-6	-2	-6
CCC1=NOC(CNc2ncc(F)c(N3CCOCC3)n2)C1 (stereo not drawn)	2	-3	1
CC(=O)O[C@H]1[C@@H](CN(C)C(=O)c2ccno2)[C@H]2O[C@@H]1c1ccccc12	-2	-1	5
Cc1ccc(C)c(Cc2c(C)nc(C)nc2N2CCN(C(=O)/C=C/c3ccccc3)CC2)c1	-5	20	-7
CCCn1c(=O)c2ccccc2n(Cc2ccc(C(=O)NCc3ccco3)cc2)c1=O	2	-2	-2
CCOC(=O)c1c(NC(=O)c2ccccc2F)sc(C(=O)Nc2ccccc2C)c1C	·	-6	-8
COc1cc(CNc2ccc3ncc(-c4cccc5cccnc45)n3n2)cc(OC)c1OC	0	4	2
CCc1nc2n(n1)C(=O)C(C(c1cccc(Cl)c1)N1CCN(CCO)CC1)S2 (stereo not drawn)	-7	-5	-4
C=CCN1C[C@@H]2C[C@@H](C(=O)OCC)N(C(=O)OCC)c3cccc(c32)C1=O	-6	-3	-4
CC1CCCCC1NC(=O)CS(=O)(=O)c1ccc2ccccc2n1 (stereo not drawn)	-8	4&0	-3&-13
Cc1ccc(C)c(-c2csc(NC(=O)CN3CCSC3=O)n2)c1	-2	6	3
